tolC growth inh: growth inhibitors of E. coli tolC mutant, primary screen, strain BW25113 ΔtolC::kan, 384-well. AID 573, 2007. growth inhibition, % at 10 µM (by protocol). hit rate 2.2% among 65,000. OD615;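 active means growth inhibition at or above a cutoff equal to the mean over every tested compound plus 3 SD, cut at about 60% in these data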;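 further: growth measured after 20 h incubation at 37 °C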
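Signal: optical density read at 615 nm; Assay system: E. coli ΔtolC::kan strain BW25113; Times: 20 h incubation with compound, 37 °C; Dosing: 10 µM final, single dose.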
M1 ag: M1 muscarinic receptor agonists, primary screen, CHO-M1 cells, Fluo-4 calcium, agonist mode; hit rate 3% among 64,000; B-score at 10 µM; AID 626, 2007; Fluo-4 calcium fluorescence; stronger effect = higher value; Muscarinic acetylcholine receptor M1;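 active means fluorescence rise, raw or as B-score row- and column-corrected plate score, outside the 99.7% band of its plate's samples, either direction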
Autofluor 339: intrinsic fluorescence of library compounds, ex339/em460 – biochemical, MLSMR library, data from DPM-DC assay, artefact control, profiling panel; compound autofluorescence, ex339/em460 nm, NADH buffer; stronger effect = higher value; 1 = no-compound wells, NADH background; fluorescence fold increase at 10 µM; hit rate 5.5% among 65,000; AID 709, 2007;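 active means at 10 µM, mean starting fluorescence two-fold or more over control wells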;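 further: signal is the first read of a kinetic run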
SF-1 act: activators of human SF-1, primary screen, cell-based, CHO-K1, Gal4-SF-1 LBD, luciferase luminescence; Steroidogenic factor 1 (Homo sapiens), Q13285; CHO-K1 Gal4-SF-1 LBD luciferase reporter; % increase over DMSO SF-1-specific signal; activation, % at 10 µM; hit rate 1.9% among 65,000;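 active means activation above the mean activation of all tested compounds plus 3 SD, cut at about 50% in these data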
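Assay system – CHO-K1 cells with Gal4–hSF-1 LBD chimera plus Gal4-driven luciferase · Quantity – 4,000 cells per well · Times – compound added 1 h post-seeding, 20 h exposure at 37 °C, 5% CO2 · Measured by – luciferase light emission · Benchmarks – DMSO and mock-transfected background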
NADH coupling: inhibitors of PK/LDH coupling enzymes, profiling panel, artefact control, biochemical, MLSMR library. coupled PK/LDH NADH assays, four targets. IC50, µM (top dose mostly 10 µM), inactives show top-dose inhibition. hit rate 0.02% among 65,000;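 active means single-dose screening hits from any of four coupled enzyme assays that gave an IC50 when retested across doses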;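 further: the DPM-DC format reads NADH fluorescence rather than 340 nm absorbance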
Ec RNAP inh: E. coli RNAP inhibitors, biochemical | DNA-directed RNA polymerase subunit beta (Escherichia coli (strain K12)), P0A8V2 | E. coli RNA polymerase, fluorescence transcription assay | inhibition, %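 (tested at 10 µM)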 | hit rate 0.2% among 62,000; in the data active means inhibition above about 20%;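 further: 0% = enzyme without compound and 100% = no enzyme blank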
TNAP act mid DEA: human TNAP enzyme activators, primary screen, biochemical, luminescent, intermediate phosphate acceptor level; Alkaline phosphatase, tissue-nonspecific isozyme (Homo sapiens), P05186; purified TNAP, CDP-star luminescence, 100 mM DEA, 30 min; stronger effect = higher value; scale: 0 levamisole-inhibited, 1 vehicle-only enzyme; activation factor at 20 µM; 64,000 tested, under 10 active; AID 813, 2007;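 active means activation factor of at least 2 at 20 µM, relative to controls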
RORA act: activators of orphan receptor RORA, primary screen, cell-based, luminescence; CHO-K1 Gal4-RORA LBD luciferase reporter; percent increase over mock-subtracted basal signal; activation, % at 10 µM; hit rate 1.5% among 65,000; AID 560, 2006;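 active means activation above the mean of all tested compounds plus 3 SD, cut at about 49% in these data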;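 further: 0% = DMSO-treated RORA cells and 100% = added signal equal to DMSO minus mock-transfected cells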
Target sequence (P35398 whole entry, looked up, the tested form may be a part): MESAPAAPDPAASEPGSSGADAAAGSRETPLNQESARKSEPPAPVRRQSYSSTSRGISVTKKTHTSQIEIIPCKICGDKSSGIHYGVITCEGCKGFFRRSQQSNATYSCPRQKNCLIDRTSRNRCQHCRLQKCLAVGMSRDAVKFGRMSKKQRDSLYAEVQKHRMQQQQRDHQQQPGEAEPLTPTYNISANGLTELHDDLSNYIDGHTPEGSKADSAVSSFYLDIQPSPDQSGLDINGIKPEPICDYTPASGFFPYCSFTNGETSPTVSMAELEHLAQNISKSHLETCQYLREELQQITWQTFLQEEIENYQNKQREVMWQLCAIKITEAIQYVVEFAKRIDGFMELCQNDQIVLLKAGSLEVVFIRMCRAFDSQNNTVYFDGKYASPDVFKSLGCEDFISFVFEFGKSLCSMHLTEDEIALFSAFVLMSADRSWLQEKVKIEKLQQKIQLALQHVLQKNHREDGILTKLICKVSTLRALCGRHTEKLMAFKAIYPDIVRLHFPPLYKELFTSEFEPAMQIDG
M1 antag: antagonists of rat M1 muscarinic receptor | hit rate 3.4% among 64,000 | CHO-M1 cells, Fluo-4 calcium, ACh EC80 antagonist mode; stronger effect = lower value | Muscarinic acetylcholine receptor M1 (Rattus norvegicus), P08482 | B-score at 10 µM;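 active means calcium fluorescence response, raw or row-and-column corrected B-score, differing from the plate sample mean either way at a set confidence level, mostly lower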
Target sequence (P08482 whole entry, looked up): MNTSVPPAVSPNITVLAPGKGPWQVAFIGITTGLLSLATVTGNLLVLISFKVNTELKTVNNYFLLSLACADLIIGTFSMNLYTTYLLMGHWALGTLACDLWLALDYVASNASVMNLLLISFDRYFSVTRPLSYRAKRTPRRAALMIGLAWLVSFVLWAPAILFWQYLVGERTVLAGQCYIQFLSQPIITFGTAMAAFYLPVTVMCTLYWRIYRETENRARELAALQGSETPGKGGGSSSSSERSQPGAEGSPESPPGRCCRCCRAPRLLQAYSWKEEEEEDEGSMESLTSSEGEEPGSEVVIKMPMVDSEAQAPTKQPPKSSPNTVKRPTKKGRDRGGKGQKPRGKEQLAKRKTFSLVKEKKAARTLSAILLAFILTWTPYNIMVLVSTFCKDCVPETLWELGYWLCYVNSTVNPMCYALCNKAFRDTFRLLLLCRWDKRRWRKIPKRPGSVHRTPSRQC
* hit, by the source's call; · = not tested or not shown; [ ] = remark or other dose.

The line under a structure holds: tolC growth inh	M1 ag	Autofluor 339	SF-1 act	NADH coupling	Ec RNAP inh	TNAP act mid DEA	RORA act	M1 antag
1. COc1ccc(OC)c(-n2c(-c3cccc(O)c3)n[nH]c2=S)c1
→ -4	-0.075	1.2	-4	27%	7	0.9	-19	-0.023
2. CN(C)C(=O)N1CCCC(C(=O)NCc2ccccc2)C1 (stereo not drawn)
→ -8	0.36	1	2	2%	-2	0.9	6	-0.29
3. C=CCN=C(NC#N)SCC(=O)NC(C)(C)C
→ -5	0.27	1.2	-8	2%	6	1	-8	0.029
4. O=C(CCn1c(=S)oc2ccccc21)Nc1ccc2c(c1)OCCO2
→ -19	0.0077	1.1	11	4%	·	·	-15	-0.4
5. Cn1c(COc2ccc(Cl)cc2)nc2ccccc2c1=O
→ 18	1.5	1.2	45	25%	5	1	7	0.35
6. CCC(C)(C)NC(=O)CN(C(=O)CCC(=O)Nc1cc(C)ccn1)c1ccc2c(c1)OCO2
→ -2	-0.041	1.1	-13	4%	3	0.9	2	-0.47
7. CC(=O)N1CCN(CCN=CC2=C(O)CC(c3cccs3)CC2=O)CC1 (stereo not drawn)
→ -5	0.24	1.1	-12	5%	4	0.9	-20	0.21
8. CN(c1cccc(NC(=O)Nc2cccc(Cl)c2)c1)S(C)(=O)=O
→ 61*	2.4	1.1	48	4%	-11	1.1	38	-0.98
9. COCCSc1ccccc1C(=O)N1CCN(Cc2ccc3c(c2)OCO3)CC1
→ -3	0.62	1.1	-15	5%	-8	0.9	-9	0
10. CCOC(=O)Nc1ccc(S(=O)(=O)Nn2cnnc2)cc1
→ -3	-0.27	1.1	5	6%	6	1	4	0.23
11. Cc1cccc(Nc2nc(N)nc(CN3CCN(Cc4ccc5c(c4)OCO5)CC3)n2)c1
→ 21	·	1.1	20	3%	6	0.9	-8	·
12. Cc1cccc(OCC(O)CN2CCN(C3CCCCC3)CC2)c1 (stereo not drawn)
→ -13	-0.47	1.2	36	5%	2	0.9	-16	-0.12
13. COc1ccc(NC(=O)c2ccc(-n3nc(C)c[n+]3[O-])cc2)cc1
→ -20	-0.81	1.1	5	4%	5	0.9	12	0.78
14. O=C(O)C1CCN(S(=O)(=O)c2ccc(Oc3ccccc3)cc2)CC1
→ -16	-0.11	1.1	-13	5%	14	0.9	2	-0.46
15. O=C(O)C1CCCN1S(=O)(=O)c1ccc2[nH]c(=O)c(=O)[nH]c2c1 (stereo not drawn)
→ -3	·	1.7	-1	6%	2	0.9	0	·
16. C=COCCNC(=O)C1CC(=O)N(c2ccc(C)cc2)C1 (stereo not drawn)
→ -15	1	1.1	-1	7%	6	1	3	-0.39
17. Cc1ccc(S(=O)(=O)N2CCC(C(=O)OCC(=O)N3CCc4ccccc43)CC2)cc1
→ 2	0.36	1.1	-13	10%	9	0.9	19	0.23
18. O=C(COC(=O)c1ccccn1)Nc1ncc(C(F)(F)F)cc1Cl
→ -1	-0.42	1.1	-6	6%	7	0.9	2	-0.29
19. [O-][n+]1c2c(nn1-c1ccccc1Cl)-c1nonc1CC2
→ -15	0.037	1	-4	12%	4	0.9	-8	0.24
20. COc1ccccc1NC(=O)N(CCCN1CCOCC1)Cc1cc2cc3c(cc2[nH]c1=O)OCO3
→ -4	0.86	3.5*	2	14%	0	0.9	5	0.032
21. O=C1CC(=O)CC(c2ccco2)C1
→ -7	0.1	1.1	6	3%	8	1	-2	0.18
22. O=C(NCc1cccs1)c1csc2ccccc12
→ 19	0.68	1.1	22	1%	7	0.8	7	-0.31
23. COc1cccc(OCc2nc3ccccc3[nH]2)c1
→ 18	0.54	1	·	2%	9	0.9	·	0.1
24. CCOC(=O)c1ccc(NC(=O)CSc2nc3c(c(=O)n2C)SC(C)C3)cc1 (stereo not drawn)
→ 5	-1.8	1.1	-10	1%	7	0.9	20	-2.6
25. CCOC(=O)CSc1nnc(-c2ccco2)n1-c1ccccc1
→ 4	-0.48	1.1	10	6%	4	1	-3	-0.55
26. COc1ccc(S(=O)(=O)NCCC(=O)NC2CCCCCCC2)cc1
→ 6	-0.4	1.1	-5	3%	8	0.9	14	0.99
27. O=C(CSc1ccc2nnc(-c3ccncc3)n2n1)N1CCc2ccccc21
→ -4	-0.13	1.1	-9	2%	6	0.8	-2	-0.28
28. CC(=O)N(Cc1cc(=O)[nH]c2ccccc12)c1ccc(C)cc1
→ 8	0.72	1.2	-21	6%	4	0.9	-30	-0.6
29. CCOCCCNC(=O)C1CCN(C(=O)Nc2ccc(C)cc2)CC1
→ -23	-0.23	1.1	0	6%	9	0.9	21	0.42
30. COc1cccc(C(=O)Nc2c3c(nn2-c2cccc(C)c2C)CS(=O)(=O)C3)c1OC
→ -1	6.4	1.1	4	6%	1	0.9	6	-0.45
31. COCCn1c(SCC(=O)N2CCCc3ccccc32)nnc1-c1ccco1
→ -5	·	1.1	11	4%	6	0.9	-32	·
32. Cc1nc2ccc(S(=O)(=O)N(C)CC(=O)NCc3ccc4c(c3)OCO4)cc2s1
→ 1	1	1.2	-7	4%	-1	0.9	-23	-0.15
33. Brc1ccccc1Cn1c(-c2cncs2)nc2ccccc21
→ 62*	0.78	1.1	-10	0%	5	1	-8	-0.44
34. O=C(CSc1nnc(-c2ccccn2)n1Cc1ccccc1)Nc1ccc2c(c1)OCO2
→ -12	-1.5	1	-5	6%	3	0.9	-3	1.5
35. N#Cc1nc(Cc2cccc3ccccc23)oc1N1CCOCC1
→ 44	-0.15	1.1	-8	7%	2	0.9	-15	-0.48
36. COc1cccc(CNC(=O)C2CCN(c3cnccn3)CC2)c1
→ -15	-1.4	1.3	5	4%	-5	0.9	17	-0.35
37. O=C(Cn1nnc(-c2ccccc2)n1)NCc1ccc2c(c1)OCO2
→ 13	0.025	1.1	18	2%	11	0.9	20	0.0041
38. O=C(c1ccc2c3c(cccc13)C(=O)N(O)C2=O)N1CCCCC1
→ 4	-1.5	0.99	-66	8%	·	1	-41	-0.31
39. Cc1cc(C)c2nc(N3CCCC(C(=O)N4CCC(C(N)=O)CC4)C3)sc2c1 (stereo not drawn)
→ 21	-0.83	1.1	12	6%	1	1	1	0.66
40. COC(=O)c1cc2c(=O)n3ccccc3nc2n(C)c1=N
→ 4	-0.68	3.8*	-22	5%[fluoresces]	-50	1	24	-0.55
41. CSCCC(NS(=O)(=O)c1cccs1)C(=O)NCc1cccs1 (stereo not drawn)
→ -26	-0.66	1.1	-7	5%	7	1	-11	0.068
42. CCC/C(=C1/C(=O)CC(C)(C)C(C(=O)OC)C1=O)N1CCCC1 (stereo not drawn)
→ -13	-0.4	1.1	8	6%	3	1	2	0.51
43. O=C(N1CCOCC1)N1CCN(c2ccccn2)CC1
→ -1	0.15	1.2	-4	3%	6	1	8	-0.13
44. CN=C(C)C1=C(O)C(C(=O)OC)C(C)(C)CC1=O (stereo not drawn)
→ -12	0.79	1	-8	2%	8	0.9	-6	-0.045
45. O=C(NCCCN1CCOCC1)c1ccc(CNS(=O)(=O)c2ccc(F)cc2)cc1
→ -9	-0.2	1.2	-10	2%	1	0.9	1	-0.49
46. CC(=O)Nc1ccc(S(=O)(=O)Nc2cccc(C(=O)NC(C)(C)C)c2)cc1
→ 4	0.88	1	3	1%	4	0.9	15	0.21
47. CCNC(=O)Cn1cnc2c1c(=O)n(C)c(=O)n2C
→ -9	-0.22	1.1	-3	1%	-1	1	-7	0.056
48. COc1ccc(OC)c(NC(=O)c2[nH]c(C)c(C(C)=O)c2C)c1
→ -3	-1.6	1	20	7%	7	1	6	0.68
49. CCc1[nH]nc2c1C1(CCN(C(=O)c3ccccc3)CC1)C(C#N)=C(N)O2
→ -8	0.39	1.1	-6	1%	9	0.9	13	0.29
50. c1nc(N2CCC3(CC2)OCCO3)c2c3c(sc2n1)CCCC3
→ ·	0.52	1.1	-4	5%	8	1.1	-29	-0.73
51. Fc1ccccc1CSc1nnc(-c2cccs2)o1
→ 45	0.025	1.1	92*	6%	12	0.8	50*	0.37
52. COc1ccc(-c2nc3cc(NC(=O)Cc4ccc(OC)c(OC)c4)ccc3o2)cc1
→ 22	-0.46	2.6*	6	5%[fluoresces]	5	0.9	18	-0.63
53. O=C(NCC(c1cccnc1)N1CCN(c2ccc(F)cc2)CC1)c1ccccc1 (stereo not drawn)
→ -22	-0.55	1.1	-1	7%	9	1	18	-0.019

Single records, from the list above. Values in the order: tolC growth inh | M1 ag | Autofluor 339 | SF-1 act | NADH coupling | Ec RNAP inh | TNAP act mid DEA | RORA act | M1 antag
c1nc(N2CCC3(CC2)OCCO3)c2c3c(sc2n1)CCCC3 in the list: · | 0.52 | 1.1 | -4 | 5% | 8 | 1.1 | -29 | -0.73
CC(=O)Nc1ccc(S(=O)(=O)Nc2cccc(C(=O)NC(C)(C)C)c2)cc1 in the list: 4 | 0.88 | 1 | 3 | 1% | 4 | 0.9 | 15 | 0.21

Compounds from the list above containing an NH in an aromatic ring (7):
The line under a structure holds: tolC growth inh	M1 ag	Autofluor 339	SF-1 act	NADH coupling	Ec RNAP inh	TNAP act mid DEA	RORA act	M1 antag
1. COc1ccc(OC)c(-n2c(-c3cccc(O)c3)n[nH]c2=S)c1
→ -4	-0.075	1.2	-4	27%	7	0.9	-19	-0.023
15. O=C(O)C1CCCN1S(=O)(=O)c1ccc2[nH]c(=O)c(=O)[nH]c2c1 (stereo not drawn)
→ -3	·	1.7	-1	6%	2	0.9	0	·
20. COc1ccccc1NC(=O)N(CCCN1CCOCC1)Cc1cc2cc3c(cc2[nH]c1=O)OCO3
→ -4	0.86	3.5*	2	14%	0	0.9	5	0.032
23. COc1cccc(OCc2nc3ccccc3[nH]2)c1
→ 18	0.54	1	·	2%	9	0.9	·	0.1
28. CC(=O)N(Cc1cc(=O)[nH]c2ccccc12)c1ccc(C)cc1
→ 8	0.72	1.2	-21	6%	4	0.9	-30	-0.6
48. COc1ccc(OC)c(NC(=O)c2[nH]c(C)c(C(C)=O)c2C)c1
→ -3	-1.6	1	20	7%	7	1	6	0.68
49. CCc1[nH]nc2c1C1(CCN(C(=O)c3ccccc3)CC1)C(C#N)=C(N)O2
→ -8	0.39	1.1	-6	1%	9	0.9	13	0.29

Screening data (PubChem BioAssay)
